High-throughput results from PubChem BioAssay.
HEK293 NOD2/NF-kB = NOD2 signaling inhibitors, cell-based, luminescence, uHTS, HEK293 (AID 1566). HEK293 NOD2/NF-kB luciferase reporter, luminescence; higher % means a stronger effect. one-dose inhibition, % at 4 µM; EC50 in µM for titrated hits. 290,000 tested, 0.63% active; in the data active = inhibition above about 50%; also: many of its hits are not listed in these tables
bCat nuc transl = modulators of beta-catenin nuclear translocation; nuclear translocation activity, % at 5 µM; AID 1665; 190,000 tested, 0.3% active; HeLa beta-catenin nuclear translocation, immunofluorescence imaging;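 active = nuclear translocation activity above 50% at 5 µM, with a well cell count of 50 or more; inconclusive = wells under 50 cells across six images, flagged as toxic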;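 also: per-cell ratio of nuclear to cytoplasmic median beta-catenin stain intensity; plate controls were DMSO negative control for no effect and GSK-3 inhibitor IX positive control for full effect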
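assay system = human HeLa cells, endogenous beta-catenin | times = compound treatment 24 h, 37°C, 5% CO2 | detection = Anti-beta-catenin immunofluorescence on PFA-fixed, Triton-permeabilized cells, DAPI nuclei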
Lipid droplet = modulators of hepatic lipid droplet formation; 240,000 tested, 0.4% active; AML12 mouse hepatocytes, oleate lipid droplets, BODIPY imaging; inhibition, % at 6.5 µM;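 active = lipid droplet intensity inhibited by at least 50%, with more than 500 cells counted; inconclusive = wells with under 300 cells, treated as cytotoxic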
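Assay system: AML12 mouse liver cells | Compound dosing: One dose, 6.5 µM compound | Read-out basis: Droplet intensity reduction, % inhibition | Measured by: Fluorescence imaging, 20x objective, two fields per well | Schedule: Overnight treatment with compound plus oleate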
Insulin prom up = MIN6 insulin promoter up-regulation. MIN6 insulin promoter-GFP reporter, high-content imaging; hits give high values. z-score at 5 µM. 190,000 tested, 0.3% active;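 active = z-score above 3 at 5 µM with at least 500 cells counted in the well; inconclusive = wells under 500 cells, flagged as cytotoxic or low count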
Dynein transport = blocks dynein driven cargo transport along microtubules; 3617.4 mouse cells, GR-EGFP nuclear translocation imaging; test concentration mostly 20 µM; stimulated with dexamethasone, 1 µM; hits give low values; z-score, hits read low; 220,000 tested, 0.47% active; AID 1381;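 active = plate z-score of nuclear minus cytoplasmic receptor signal below a set negative limit, without overly bright fluorescence or cell loss, cut at about -3.5 in these data, passing the limit was not always enough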;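 also: z-score of nuclear minus cytoplasmic ring GR-EGFP intensity difference per well; some compounds called inactive have numbers as strong as hits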
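Also added – dexamethasone, 1.0 µM final · Buffer or medium – tet-free, stripped-serum medium · Schedule – induction 48 h, compound 1 h, agonist 30 min · Detection – formaldehyde fixation, Hoechst nuclear stain, 10x automated fluorescence imaging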
WT yeast gro inh = growth inhibition of WT yeast, mitochondrial fusion screen; mitochondrial fusion phenotypic screen, WT strain; inhibition, % at 10 µM; 190,000 tested, 2.1% active; in the data active = inhibition above about 58%; tested in S. cerevisiae
Yfh1-off respiration = enhancers of respiration in Yfh1-depleted yeast, dose response, Friedreich's ataxia, plus single-dose screen (AID 1465). 220,000 tested, 0.074% active. S. cerevisiae Yfh1-off respiration, WST-1 reduction, 72 h; higher fold induction means a stronger effect. one-dose fold induction at 50 µM; EC50 in µM for titrated hits;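 active = fold induction of absorbance versus untreated yeast above a set limit, then at least 30% activation at any dose in follow-up; inconclusive = repeats straddling the limit, or above it without dose testing; inactive = fold induction below the set limit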;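 also: activators that raise dye reduction in frataxin-depleted yeast; strong numbers were not always called active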
MT stabilizer = microtubule stabilizers in HeLa cells; HeLa tubulin immunostaining HCS, 24 h; share of cells brighter than vehicle mean+2SD; % tubulin-high responders, % at 10 µM; AID 2205; 200,000 tested, 0.83% active;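 active = plate Z-score above 3 for both tubulin-high and condensed-nucleus cell shares, with cell loss under 80%, at 10 µM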;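 also: anti alpha tubulin signal scored within the nucleus-defined area of each cell; some results filed as inactive read as strong as hits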
Autophagy HCS = alters autophagy in cells; calls only at 10 µM (by protocol); MEF GFP-LC3 puncta imaging; test concentration mostly 10 µM; 190,000 tested, 0.98% active;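 active = percentage of spot-positive cells more than 3 SD above its plate mean, without a fluorescence outlier flag or 80% toxicity; inconclusive = no clear call, values can overlap the other calls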;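 also: spot-positive cell cutoff set from DMSO-treated cells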
WT yeast gro inh mutant strain = further read-out of WT yeast gro inh, marked with its call; inhibition, %; mitochondrial fusion phenotypic screen, mutant strain inhibition
Dynein transport cytoplasmic EGFP = also measured in Dynein transport; calls as there; z-score; measured here: cytoplasmic GR-EGFP intensity; hits give high values
Dynein transport nuclear GR-EGFP = second read-out of Dynein transport, no call of its own (marks repeat the call); z-score; measured here: nuclear GR-EGFP intensity;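 lower value marks the stronger effect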
Dynein transport cell count = also measured in Dynein transport; calls as there; z-score; measured here: cell count per field
Insulin prom up cell count = second read-out of Insulin prom up, no call of its own (marks repeat the call); cell count; measured here: cytotoxicity, nuclei count;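 total cells summed across four imaged fields per well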
Lipid droplet cells 6.5 µM = further read-out of Lipid droplet, marked with its call; cell count; measured here: cell count, cytotoxicity flag;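 cells counted across two imaged fields per well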
bCat nuc transl cell count 5 µM = further read-out of bCat nuc transl, marked with its call; cell count; measured here: cell count, cytotoxicity flag
MT stabilizer Hoechst-high % = recorded beside MT stabilizer, whose call it bears; % Hoechst-high responders; measured here: nuclear condensation Hoechst responders;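 share of cells brighter than vehicle mean plus two SD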
MT stabilizer cytotoxicity % = second read-out of MT stabilizer, no call of its own (marks repeat the call); toxicity, %; measured here: cytotoxicity by cell density;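 0% = mean cell density of plate MIN control wells and 100% = no cells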
Autophagy HCS cell loss 18 h = recorded beside Autophagy HCS, whose call it bears; toxicity, %; measured here: cell loss, nuclei count;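 cell loss after 18 h compound exposure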
An asterisk follows results filed as active; i = inactive; ? = inconclusive; nt = no result given. Only part of the results is shown (hit frequency here may not be typical).

Values run as follows: MT stabilizer Hoechst-high %	HEK293 NOD2/NF-kB	Insulin prom up cell count	bCat nuc transl	bCat nuc transl cell count 5 µM	Dynein transport cell count	WT yeast gro inh mutant strain	MT stabilizer	WT yeast gro inh	Lipid droplet cells 6.5 µM	Yfh1-off respiration	Insulin prom up	Dynein transport	Dynein transport nuclear GR-EGFP	Autophagy HCS	Dynein transport cytoplasmic EGFP	Lipid droplet	Autophagy HCS cell loss 18 h	MT stabilizer cytotoxicity %
CCCCCCOc1ccc(N2C(=O)CC(N(CCc3ccc(S(N)(=O)=O)cc3)C(C)=O)C2=O)cc1 (stereo not drawn)
    2.5	-1%	1283	0.3	1477	1.3	-2	3.1	2	734	i	0.43	-1.3	-0.51	i	-0.21	8	-3	8.4
CCOC(=O)c1ccc(NC(=S)NCC(O)c2ccccc2)cc1 (stereo not drawn)
    1.4	-61%	1413	-1.5	1425	-0.94	-4	1.2	4	nt	nt	-0.57	0.62	0.32	i	-0.14	nt	-11	6.5
CC(=O)Nc1ccc2nc(-c3ccccn3)[nH]c2c1
    2.4	-49%	nt	-6.2	1000	0.88	31	2.1	11	nt	i	nt	-0.98	-0.36	i	-0.22	nt	-9	8.0
O=C1NC[C@H](c2ccccc2)N(CCc2cccc3ccccc23)C1=O
    nt	28%	1012	0.1	1327	0.64	nt	nt	nt	742	i	-1.1	-0.97	-0.4	nt	-0.69	-5	nt	nt
O=S(=O)(c1ccccc1)C(/C=N\O)/C=C/c1ccccc1 (stereo not drawn)
    0.9	2%	1228	-7.8	1132	-0.9	-8	1.5	13	699	nt	0.56	0.034	0.23	i	1.2	-16	-3	1.2
CC(C)(CNC(=O)C1CCCN1C(=O)c1cccs1)N1CCOCC1 (stereo not drawn)
    2.3	-1%	1346	-1.3	1064	-0.86	-6	4.3	-9	727	i	-1.2	0.061	0.18	i	0.27	7	7	2.7
COc1ccc(C(=O)NN)cc1COc1ccc(Br)cc1
    1.7	9%	nt	nt	nt	1.2	46	4.0	58	nt	i	nt	-0.27	-0.77	i	-0.23	nt	-6	6.3
O=C(c1cc2nc(-c3ccco3)cc(C(F)(F)F)n2n1)N1CCCc2ccccc21
    1.8	14%	1223	-5.1	829	-0.001	15	6.1	10	nt	i	1.2	0.093	0.68	i	-0.18	nt	-51	5.3
CCCOc1ccc(C2C(=O)N(C3CCCCC3)CC(=O)N2CCC)cc1OC (stereo not drawn)
    1.9	5%	1317	3.0	1428	0.1	13	1.3	27	nt	i	0.36	-0.007	0.1	i	-0.21	nt	5	10
O=c1c(Cl)cc(Cl)nn1-c1ccccc1
    2.4	2%	857	2.3	447	-0.12*	-6	5.1	-7	587	i	-0.37	-3.5*	-2.2*	i	0.98*	8	-6	4.3
CCc1cc(C=NC2CCCCC2)c(O)s1
    2.1	-51%	1273	-1.5	883	-0.29	-18	2.1	-44	nt	nt	1.1	0.08	0.21	i	-0.16	nt	2	6.3
CCOC(=O)C1CCN(Cc2c(O)c3ccccc3oc2=O)CC1
    1.6	-10%	1549	-0.2	954	0.49	1	2.6	4	711	i	-0.12	-0.52	-0.097	i	0.44	14	-18	8.0
Cc1ccc(S(=O)(=O)Cc2ccccc2Cl)cc1
    11	8%	1538	-0.6	1136	0.58	11	3.6	-8	591	i	-0.61	-0.56	-0.47	i	-0.23	-16	-13	8.4
CN(C)c1cccc(C(=O)Nc2ccc3nc4n(c(=O)c3c2)CCCCC4)c1
    2.5	2%	925	nt	nt	0.56	-2	5.3	-4	nt	i	0.48	-0.57	-0.26	i	-0.27	nt	6	3.6
CCCCCc1ccc(-c2ccc(OC)cc2)nc1
    2.5	-101%	1592	-0.3	1581	-0.52	9	1.7	40	716	i	0.41	-0.23	0.004	i	-0.24	-7	-7	7.7
CCOC(=O)c1c(NC(C)=O)sc2c(OC(C)=O)cccc12
    1.2	8%	1057	0.3	1176	-0.81	14	0.9	11	820	i	0.92	0.83	0.33	i	0.05	23	-1	5.2
O=C(Nc1ccccc1N1CCCCC1)c1ccc(Cl)c([N+](=O)[O-])c1
    3.1	14%	1243	-1.2	1069	0.62	45	1.8	35	697	i	-0.32	-0.62	-0.098	i	-0.072	-6	-12	12
CCOc1cc(S(=O)(=O)N(Cc2ccccc2)Cc2ccccc2)c(OCC)cc1-n1cnnn1
    1.8	0%	1526	-2.9	1337	1.1	5	2.5	11	nt	nt	-0.29	-0.18	-0.85	i	-0.24	nt	-3	8.7
CCCOP(=O)(OCCC)C(Nc1ccc(C(=O)O)cc1)c1ccccc1 (stereo not drawn)
    2.7	17%	1423	0.3	930	0.36	-11	3.2	-7	693	i	-0.08	0.29	-0.44	i	-0.39	-19	5	7.1
Cc1n[nH]c(C)c1S(=O)(=O)N(CC(=O)Nc1ccc2c(c1)OCCO2)c1ccc(C(C)C)cc1
    2.5	-8%	843	1.1	1131	-1.3	-4	2.1	-1	nt	i	0.6	1.8	1.2	i	-0.13	nt	-3	11
O=C(NCCc1ccccc1)c1ccc2nccnc2c1
    2.9	4%	1556	-0.7	1552	-0.89	-13	2.6	-7	684	i	0.15	0.44	0.42	i	-0.23	9	0	8.7
O=C(NCc1ccco1)C1CCCN(S(=O)(=O)c2cccc3nsnc23)C1 (stereo not drawn)
    1.7	4%	1280	-1.3	1028	0.69	-4	7.4	-8	684	i	0.14	-0.98	-0.17	i	-0.21	-19	-3	0.2
CCOC(=O)C(=O)/C(=C\N(C)C)c1onc(-c2ccccc2Cl)c1C(=O)OC
    2.1	13%	1544	3.4	1057	1.2	6	1.6	4	683	i	-0.27	-0.76	-0.88	i	-0.23	-10	2	6.5
Cn1c(=O)c2c(nc(Br)n2Cc2nnc(N)s2)n(C)c1=O
    nt	6%	1028	-0.5	1347	-0.44	nt	nt	nt	717	i	-0.3	0.11	0.71	nt	-0.21	-6	nt	nt
O=C(C1CCC1)N1CCc2cc(S(=O)(=O)Nc3ccc4c(c3)OCO4)ccc21
    1.6	17%	nt	1.4	1183	0.53	3	3.3	0	736	i	nt	-0.7	-0.092	i	-0.13	-2	3	3.3
O=C(N/N=C/c1ccc([N+](=O)[O-])cc1)c1[nH]ncc1Br
    1.6	-52%	1169	-0.3	1081	0.31	27	3.8	15	675	i	0.01	-1.4	-0.69	i	-0.29	-4	32	8.3
Cc1[nH]c2ccccc2c1C(c1ccncc1)N1CCC(C)CC1 (stereo not drawn)
    2.2	-18%	1271	-1.8	1098	1.2	3	1.7	-4	597	i	-0.02	-0.8	-0.46	i	-0.24	-16	-29	10
O=C(c1cccs1)N1CCN(Cc2ccncc2)CC1
    3.1	7%	1303	-6.7	1044	0.37	-1	3.4	5	nt	i	-0.5	-0.73	-0.21	i	-0.29	nt	0	5.4
CCOC(=O)Nc1cccc(OCC(=O)Nc2ccccc2OCC)c1
    1.5	14%	888	-2.1	1170	-1.6	6	2.3	12	782	i	-0.28	1.4	1.4	i	0.87	16	-11	3.7
Cc1sc(NC(=O)CN2CCOCC2)nc1-c1ccc2c(c1)CCN2S(=O)(=O)c1ccccc1
    1.4	43%	nt	-0.5	1126	-0.52	nt	2.4	nt	716	i	?	-0.033	0.49	i	0.11	-7	8	4.0
O=C(CSC1CC(=O)N(CC(c2ccccc2)c2ccccc2)C1=O)Nc1ccc(Cl)cc1 (stereo not drawn)
    1.0	19%	1579	-1.2	1367	0.51	0	2.0	14	nt	i	-0.59	-0.9	0.16	i	-0.13	nt	14	13
CCOc1ccc(OCC)c(NS(=O)(=O)c2ccc3c(c2)CCN3C(=O)C2CCC2)c1
    2.1	-10%	885	1.2	1024	-0.56	0	2.4	4	774	i	-0.35	0.5	0.23	i	-0.22	27	17	5.0
O=C(Cc1ccccc1)NN1C(=O)c2ccccc2C1=O
    2.8	21%	1366	-0.6	1539	-1.3	11	2.1	9	608	i	1.5	0.77	0.8	i	-0.17	7	7	1.1
COCCN(CCOC)S(=O)(=O)c1ccc(C(=O)Nc2nnc(COC)o2)cc1
    2.0	27%	1282	0.1	993	0.6	12	2.0	-6	707	i	0.03	-0.31	-0.011	i	-0.3	-10	7	9.5
Cc1ccc(NC(=O)CCn2c(=O)oc3ccccc32)c(C)c1
    2.4	12%	1519	-2.7	919	0.55	-1	3.6	-2	nt	i	-0.11	-0.58	0.028	i	-0.29	nt	5	1.6
CC1CCN(C(=O)CSc2nnc(Cc3cc(=O)[nH]c(=O)[nH]3)n2-c2ccc(Cl)cc2)CC1
    2.6	8%	1495	-0.6	1050	-0.17	-5	3.7	14	620	i	-0.71	0.35	0.36	nt	-0.2	-33	nt	4.8

Record cards (already shown). Values in the order: MT stabilizer Hoechst-high % | HEK293 NOD2/NF-kB | Insulin prom up cell count | bCat nuc transl | bCat nuc transl cell count 5 µM | Dynein transport cell count | WT yeast gro inh mutant strain | MT stabilizer | WT yeast gro inh | Lipid droplet cells 6.5 µM | Yfh1-off respiration | Insulin prom up | Dynein transport | Dynein transport nuclear GR-EGFP | Autophagy HCS | Dynein transport cytoplasmic EGFP | Lipid droplet | Autophagy HCS cell loss 18 h | MT stabilizer cytotoxicity %
O=S(=O)(c1ccccc1)C(/C=N\O)/C=C/c1ccccc1 (stereo not drawn) is listed as 0.9 | 2% | 1228 | -7.8 | 1132 | -0.9 | -8 | 1.5 | 13 | 699 | nt | 0.56 | 0.034 | 0.23 | i | 1.2 | -16 | -3 | 1.2
O=C(N/N=C/c1ccc([N+](=O)[O-])cc1)c1[nH]ncc1Br is listed as 1.6 | -52% | 1169 | -0.3 | 1081 | 0.31 | 27 | 3.8 | 15 | 675 | i | 0.01 | -1.4 | -0.69 | i | -0.29 | -4 | 32 | 8.3
